FLuc counter = firefly luciferase modulation, counter-screen for miR-21 project; AID 588342; purified FLuc, Km substrates, luminescence inhibition; Potency, µM (highest dose often 57.5 µM), for the others: at the top dose activity change, negative = inhibition, actives largely listed as inhibitors; hit rate 6.9% among 360,000; P08659;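 also: plate controls were vehicle for no effect and reference inhibitor for full effect; nearly all actives have a fitted effect of over 55% in size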
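Purified P. pyralis luciferase, 10 nM final, with Km-level 10 uM D-luciferin and 10 uM ATP in 50 mM Tris acetate pH 7.5, 10 mM Mg acetate, 0.01% Tween-20, 0.05% BSA; 6-point qHTS titration about 60 µM downward; luminescence read.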
CXXC DNA block = inhibitors of human MLL CXXC domain-DNA interaction; AID 2662; Potency, µM (top dose mostly 115 µM), without a hit: at the highest dose activity change, negative = inhibition, most hits filed as inhibitors; hit rate 0.037% among 290,000; MLL-CXXC / FITC-HOXA9 DNA fluorescence polarization; Q03164; active = well fitted inhibition curve with a large enough effect in the polarisation, with a control signal flat, not every such curve was filed as active; inconclusive = small, poorly fitted or top-dose-only effect, or effect the other way, or a change in a side signal; inactive = no such curve, though single readings can be large or run the other way; the % refers to the polarisation
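Steps: dispense CXXC domain solution (7 uM) → pin compounds or unlabeled HOX-A9 DNA control → 5 min ambient → add FLSN-HOX-A9 solution (50 nM) → spin → 30 min ambient → fluorescence polarization. Tris pH 7.5/NaCl/DTT/BSA buffer.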
RORgamma inh = ROR gamma (mouse) transcription inhibition | hit rate 5.4% among 310,000 | Drosophila S2 Gal4-RORgamma UAS-luciferase reporter, 20 h | AID 2551 | Potency, µM (titrated, usually from 53.6 µM), for the others: at the highest dose activity change, negative = inhibition, most hits filed as inhibitors | P51450; also: % is scaled to controls: 0 for no effect and ±100 for the full control effect; nearly all actives have a fitted effect of over 60% in size
Target sequence (P51450 whole entry, looked up, the tested form may be a part): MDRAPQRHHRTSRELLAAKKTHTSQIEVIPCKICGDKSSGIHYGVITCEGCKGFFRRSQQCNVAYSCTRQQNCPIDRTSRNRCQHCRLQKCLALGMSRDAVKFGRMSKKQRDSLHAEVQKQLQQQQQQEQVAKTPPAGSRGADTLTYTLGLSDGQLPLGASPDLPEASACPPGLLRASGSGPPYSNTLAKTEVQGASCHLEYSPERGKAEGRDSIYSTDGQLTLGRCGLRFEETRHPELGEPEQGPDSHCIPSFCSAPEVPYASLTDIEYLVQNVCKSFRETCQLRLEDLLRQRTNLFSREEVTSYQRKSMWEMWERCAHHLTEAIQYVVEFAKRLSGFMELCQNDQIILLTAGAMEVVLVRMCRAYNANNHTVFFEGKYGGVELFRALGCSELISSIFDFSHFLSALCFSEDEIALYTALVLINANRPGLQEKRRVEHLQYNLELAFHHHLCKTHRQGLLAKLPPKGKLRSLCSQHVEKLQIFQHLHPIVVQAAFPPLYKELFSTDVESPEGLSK
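Stable Schneider cell line, Gal4 DNA-binding domain fused to ROR gamma, UAS-luciferase. Cmpd 1 hr RT → CuSO4 700 uM final → 20 hr RT → luciferase reagent 10 min → luminescence.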
MBNL1-CUG inh = blocks human MBNL1 binding to CUG repeat RNA; Q9NR56; TR-FRET MBNL1-His/biotin-(CUG)12 binding, 665/545 ratio; Potency, µM (doses to about 57.5 µM), for the others: at the top dose activity change, negative = inhibition, most hits filed as inhibitors; hit rate 0.036% among 280,000; active = well fitted inhibition curve with a large enough effect in the signal ratio, with a control signal flat, not every such curve was filed as active; inconclusive = small, poorly fitted or top-dose-only effect, or effect the other way, or a change in a side signal; inactive = no such curve, though single readings can be large or run the other way; the % refers to the signal ratio; also: % is scaled to controls: 0 for no effect and ±100 for the full control effect
Target sequence (Q9NR56 whole entry, looked up): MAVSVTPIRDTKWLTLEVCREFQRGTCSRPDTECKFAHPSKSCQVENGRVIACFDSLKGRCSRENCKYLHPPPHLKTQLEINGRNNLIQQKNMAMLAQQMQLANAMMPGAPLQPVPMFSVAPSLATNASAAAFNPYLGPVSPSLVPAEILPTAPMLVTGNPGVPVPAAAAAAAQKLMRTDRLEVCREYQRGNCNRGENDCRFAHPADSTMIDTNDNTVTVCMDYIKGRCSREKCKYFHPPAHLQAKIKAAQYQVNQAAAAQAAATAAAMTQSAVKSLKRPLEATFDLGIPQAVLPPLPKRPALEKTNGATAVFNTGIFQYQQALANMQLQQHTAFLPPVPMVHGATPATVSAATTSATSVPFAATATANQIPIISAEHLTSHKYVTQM
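Inhibition of protein-RNA binding appears as loss of TR-FRET between terbium anti-His antibody on MBNL1-His and streptavidin-XL665 on biotin-(CUG)12. Activity is normalized to buffer-only and uninhibited-complex controls.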
p53 reactivation = restores transcriptional activity of mutant p53; H1299 p53-A138V BP100-luciferase reporter, luminescence, 24 h; Potency, µM (titrated, usually from 92.2 µM), for the others: at the highest dose activity change, positive = activation, hits mostly activators; hit rate 0.063% among 320,000; also: % of control where 0% means no effect; nearly all actives have a fitted effect of over 45% in size
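p53-null H1299 cells stably carrying temperature-sensitive p53-A138V and a BP100-luciferase reporter were pinned with compounds (4-point, 1:5 series) and held 24 hrs at 37 deg C. Luminescence was read 10 min after detection reagent.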
NPC1 prom act = activates the NPC1 promoter; Huh7 NPC1 promoter luciferase reporter, 24 h; Potency, µM (titrated, usually from 9.22 µM), inactives show at the top dose activation, most hits filed as activators; hit rate 2.4% among 320,000;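 also: % of control where 0% means no effect; nearly all actives have a fitted effect of over 60% in size; reporter is driven by a mutant NPC1 promoter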
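Quantitative HTS used a cell-based reporter: Huh7 cells stably bearing the NPC1 promoter upstream of luciferase were treated with compounds for 24 h, and promoter activation was read as luminescence.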
ELG1 genotox = inducers of genotoxicity in HEK293T ELG1-luciferase cells; AID 504466; hit rate 1.3% among 330,000; HEK293T ELG1-luciferase reporter, luminescence, 16 h; Potency, µM (titrated, usually from 46 µM), for the others: top-dose activity change, positive = activation, most hits filed as activators; also: % of control where 0% means no effect; nearly all actives have a fitted effect of over 60% in size
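Step 1: seed 2,000 HEK293T ELG1-luciferase cells per well. Step 2: add compound or DMSO, incubate 16 hr at 37 °C. Step 3: ONE-Glo, 30 min at room temperature, read luminescence.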
VP16 counter = counter-screen for ROR gamma inhibitors: Gal4-VP16 reporter. hit rate 3.5% among 310,000. AID 2546. Drosophila S2 Gal4-VP16 UAS-luciferase, luminescence, 20 h. Potency, µM (doses to about 53.6 µM), for the others: at the top dose activity, negative = inhibition, hits mostly inhibitors;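 also: Gal4-VP16 expression switched on by copper sulfate through the metallothionein promoter; % is scaled to controls: 0 for no effect and ±100 for the full control effect; nearly all actives have a fitted effect of over 50% in size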
uPA generation = inhibitors of cell surface uPA generation; Potency, µM (titrated, usually from 38.3 µM), for the others: at the top dose activity change, negative = inhibition, usual class: inhibitors; hit rate 0.31% among 330,000; cell surface uPA generation assay, qHTS; active = well fitted inhibition curve with a large enough effect; inconclusive = small, poorly fitted or top-dose-only effect; inactive = no such curve, though single readings can be large or run the other way; tested in mouse RAW 264.7 cells; also: % is scaled to controls: 0 for no effect and ±100 for the full control effect; nearly all actives have a fitted effect of over 55% in size
BRCA1 expr up = activators of BRCA1 expression; MCF7-BRCA1-FFLuc reporter, luminescence, 48 h; response scale: scaled: vehicle 0%, 10 µM genistein 100%; Potency, µM (titrated, usually from 46.1 µM), for the others: top-dose activation, hits mostly activators; AID 624202; hit rate 1.1% among 380,000; also: nearly all actives have a fitted effect of over 80% in size; some results filed as inactive show a strong effect at the top dose
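First, MCF7-BRCA1-FFLuc cells (2000/well) attach for 2 h; next, compounds are pin-added and incubated 48 h at 37 °C; finally, luciferase reagent is added and luminescence read after 15 min.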
Rab9 prom act = Rab9 promoter activation; hit rate 2.8% among 320,000; Huh7 Rab9 promoter-luciferase reporter, luminescence, 24 h; Potency, µM (doses to about 9.22 µM), inactives show at the top dose activation, negative = inhibition, actives largely listed as activators; also: % of control where 0% means no effect; nearly all actives have a fitted effect of over 60% in size
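Quantitative HTS format; Huh7 Rab9-luciferase reporter cells (1500/well) receive compound 2 h post-plating, incubate 24 h at 37 °C, then get luciferase reagent for 10 min before luminescence reading.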
Starred values were filed as active, the others as inactive; [ ] = another dose, or the depositor's remark. Unless noted, calls follow the shape of the dose curve; as a rule, active = well fitted curve in the direction sought with a large enough effect; inconclusive = small, poorly fitted or top-dose-only effect, or another doubt; inactive = no such curve, though single readings can be large; an effect the other way counts as inactive or inconclusive. Potency is read from the fitted curve at half-maximal effect. Some of the compounds tested, so the mix of outcomes need not match the whole.

How did CCOc1cc(S(=O)(=O)N2CCN(C(=O)c3ccco3)CC2)ccc1F do in these assays?
FLuc counter: 0%; CXXC DNA block: 3%; MBNL1-CUG inh: -3%; NPC1 prom act: -8%; ELG1 genotox: 0%; uPA generation: 7%; BRCA1 expr up: 4%; Rab9 prom act: 3%

Results for Cc1ccc(NC(=O)c2ccc(OC(=O)C(C)Oc3ccc(Cl)cc3C)cc2)cc1 (stereo not drawn) ?
FLuc counter: -27%; CXXC DNA block: -7%; RORgamma inh: -1%; MBNL1-CUG inh: inconclusive; p53 reactivation: inconclusive; NPC1 prom act: 4.5µM*; ELG1 genotox: inconclusive; VP16 counter: 6%; uPA generation: 0%; BRCA1 expr up: 5µM*; Rab9 prom act: 1.8µM*

Results for CC(C)OC(=O)c1ccc(N2C(=O)C3CC=CCC3C2=O)cc1 (stereo not drawn) ?
FLuc counter: -17%; CXXC DNA block: 7%; RORgamma inh: -11%; MBNL1-CUG inh: 5%; p53 reactivation: 10%; NPC1 prom act: 1%; ELG1 genotox: 9%; VP16 counter: 9%; uPA generation: -1%; BRCA1 expr up: -2%; Rab9 prom act: -3%

Results for Cc1ccccc1NC(=O)Cn1cnc2c1c(=O)n(C)c(=O)n2C ?
FLuc counter: 1%; CXXC DNA block: 1%; RORgamma inh: 7%; MBNL1-CUG inh: -7%; p53 reactivation: -6%; NPC1 prom act: -4%; ELG1 genotox: 0%; VP16 counter: -3%; uPA generation: 1%; BRCA1 expr up: 2%; Rab9 prom act: -3%

Results for Cc1cc(C)c(S(=O)(=O)N(CC(=O)NCc2cccnc2)C2CCCCC2)c(C)c1 ?
FLuc counter: -6%; CXXC DNA block: -3%; RORgamma inh: 2%; MBNL1-CUG inh: -10%; p53 reactivation: -3%; NPC1 prom act: 0%; ELG1 genotox: -3%; VP16 counter: inconclusive; uPA generation: 7%; BRCA1 expr up: 57%; Rab9 prom act: 10%

What do the screens show for `COc1ccc2c(c1)OCC1=C2CCC2(C)C(=O)CC=C12` (stereo not drawn)?
FLuc counter: inconclusive; CXXC DNA block: -3%; RORgamma inh: inconclusive; MBNL1-CUG inh: inconclusive; p53 reactivation: 14%; NPC1 prom act: 4%; ELG1 genotox: -3%; VP16 counter: -13%; Rab9 prom act: 26%

How did Cc1nn2c(N3CCOCC3)cc(C(C)(C)C)nc2c1-c1ccccc1 do in these assays?
FLuc counter: -1%; CXXC DNA block: 5%; RORgamma inh: 31%; MBNL1-CUG inh: -2%; p53 reactivation: 2%; NPC1 prom act: 2%; ELG1 genotox: 0%; VP16 counter: 11%; uPA generation: 4%; BRCA1 expr up: -24%; Rab9 prom act: 4%

What do the screens show for `O=C(/C=C/c1ccccc1)Nc1ccc(CN2CCOCC2)cc1`?
FLuc counter: 12µM*; CXXC DNA block: 2%; RORgamma inh: -11%; MBNL1-CUG inh: 20%; p53 reactivation: inconclusive; NPC1 prom act: 18%; ELG1 genotox: 17%; VP16 counter: 3%; uPA generation: -14%; BRCA1 expr up: inconclusive; Rab9 prom act: inconclusive

Results for S=C(Nc1ccccc1)N1CCCN1c1ccccc1 ?
FLuc counter: 0%; CXXC DNA block: -3%; RORgamma inh: -20%; MBNL1-CUG inh: -14%; p53 reactivation: -2%; NPC1 prom act: 4%; ELG1 genotox: 0%; VP16 counter: 1%; uPA generation: 9%; BRCA1 expr up: -11%; Rab9 prom act: 0%

How did COCCCNC(=O)Cn1nnc(-c2ccccc2NC(=O)c2ccc(F)cc2)n1 do in these assays?
FLuc counter: -1%; CXXC DNA block: 10%; RORgamma inh: -16%; MBNL1-CUG inh: -4%; p53 reactivation: 4%; NPC1 prom act: -2%; ELG1 genotox: -5%; VP16 counter: -1%; uPA generation: 8%; BRCA1 expr up: 2%; Rab9 prom act: -3%

Results for Cc1ccc(Nc2nnc(SCC(=O)NCc3ccco3)s2)cc1 ?
FLuc counter: 13µM*; CXXC DNA block: -3%; RORgamma inh: 15%; MBNL1-CUG inh: -13%; p53 reactivation: inconclusive; NPC1 prom act: 21%; ELG1 genotox: 1%; VP16 counter: -13%; uPA generation: 0%; BRCA1 expr up: 17%; Rab9 prom act: 6%

What do the screens show for `Cc1nc(N2CCN(C(=O)c3ccco3)CC2)nc2c1C(=O)CCC2`?
FLuc counter: 0.76µM*; CXXC DNA block: 7%; RORgamma inh: inconclusive; MBNL1-CUG inh: 1%; p53 reactivation: 7%; NPC1 prom act: 0.32µM*; ELG1 genotox: 0.46µM*; VP16 counter: inconclusive; uPA generation: 6%; BRCA1 expr up: 50%; Rab9 prom act: 0.1µM*

What do the screens show for `CN(Cc1cnn(Cc2ccccc2)c1)C(=O)CN=C1NS(=O)(=O)c2ccccc21`?
FLuc counter: 2%; p53 reactivation: -8%; NPC1 prom act: -2%; ELG1 genotox: 0%; uPA generation: -5%; BRCA1 expr up: 1%; Rab9 prom act: -4%

How did c1coc(CNCC2OCCc3ccccc32)c1 (stereo not drawn) do in these assays?
FLuc counter: 1%; CXXC DNA block: 1%; RORgamma inh: 2%[10 µM]; MBNL1-CUG inh: -3%; p53 reactivation: 10%; NPC1 prom act: 9%; ELG1 genotox: 7%; VP16 counter: 2%; uPA generation: 0%; BRCA1 expr up: 49%; Rab9 prom act: 3%

Results for CC(C)N=C(Nc1cccnc1)c1ccccc1 ?
FLuc counter: -1%; CXXC DNA block: inconclusive; RORgamma inh: 3%; MBNL1-CUG inh: 7%; p53 reactivation: 11%; NPC1 prom act: 1%; ELG1 genotox: -1%; VP16 counter: 2%; uPA generation: 0%; BRCA1 expr up: 2%; Rab9 prom act: 0%

How did CC12CC3CC(C)(C1)CC(C(=O)NC(=S)N1CCCCC1)(C3)C2 do in these assays?
FLuc counter: 0%; CXXC DNA block: -5%; RORgamma inh: 0.45µM*; MBNL1-CUG inh: -1%; p53 reactivation: 6%; NPC1 prom act: -1%; ELG1 genotox: -4%; VP16 counter: inconclusive; uPA generation: -3%; BRCA1 expr up: -1%; Rab9 prom act: 1%

How did COc1ccc(CNC(=O)/C=C/C(=O)O)cc1OC do in these assays?
FLuc counter: 1%; CXXC DNA block: -2%; RORgamma inh: 21%; MBNL1-CUG inh: -17%; p53 reactivation: -3%; NPC1 prom act: -1%; ELG1 genotox: 0%; VP16 counter: -28%; uPA generation: -3%; BRCA1 expr up: 0%; Rab9 prom act: -6%

Results for COc1ccc(NC(=O)CCC(=O)N/N=C/c2cccnc2)cc1 ?
FLuc counter: 0%; CXXC DNA block: 6%; RORgamma inh: -8%; MBNL1-CUG inh: 12%; p53 reactivation: 2%; NPC1 prom act: -4%; ELG1 genotox: 2%; VP16 counter: 0%; uPA generation: -9%; BRCA1 expr up: 0%; Rab9 prom act: -1%

What do the screens show for `O=C(N/N=C/c1ccc2ccccc2c1)c1ccc(COc2ccc3c(c2)CCC3)o1`?
FLuc counter: 2.7µM*; CXXC DNA block: 18%; RORgamma inh: -21%; MBNL1-CUG inh: 3%; p53 reactivation: 4%; NPC1 prom act: inconclusive; ELG1 genotox: inconclusive; VP16 counter: 1%; uPA generation: 1%; BRCA1 expr up: 2µM*; Rab9 prom act: inconclusive

Results for O=C(Cc1ccccc1F)NNC(=O)c1ccncc1 ?
FLuc counter: 2%; CXXC DNA block: -4%; RORgamma inh: 5%; MBNL1-CUG inh: 1%; p53 reactivation: -6%; NPC1 prom act: -3%; ELG1 genotox: 4%; VP16 counter: 0%; uPA generation: 6%; BRCA1 expr up: 4%; Rab9 prom act: 0%

What do the screens show for `COc1ccccc1CC(NC(C)=O)C(=O)NC1CCN(C(=O)c2cccc(Cl)c2)CC1` (stereo not drawn)?
FLuc counter: 0%; CXXC DNA block: -1%; RORgamma inh: -19%; MBNL1-CUG inh: -3%; p53 reactivation: -10%; NPC1 prom act: 0%; ELG1 genotox: -8%; VP16 counter: -9%; uPA generation: -3%; BRCA1 expr up: -16%; Rab9 prom act: -2%

How did CC(=O)/C(=C(/O)c1ccccc1)c1nc2ccccc2[nH]1 do in these assays?
FLuc counter: 1%; CXXC DNA block: 3%; RORgamma inh: -17%; MBNL1-CUG inh: -8%; p53 reactivation: -8%; NPC1 prom act: 9%; ELG1 genotox: 8%; VP16 counter: -15%; uPA generation: -3%; BRCA1 expr up: 58%; Rab9 prom act: 17%

What do the screens show for `O=C(O)CCC(=O)N1CCCC1`?
FLuc counter: 3%; CXXC DNA block: -3%; RORgamma inh: 3%; MBNL1-CUG inh: 2%; p53 reactivation: -3%; NPC1 prom act: -4%; ELG1 genotox: 8%; VP16 counter: -7%; uPA generation: -1%; BRCA1 expr up: 5%; Rab9 prom act: -4%

Screening results deposited in PubChem by National Center for Advancing Translational Sciences (NCATS).
